Compound activity as filed in PubChem.
RPL19A-GFP yeast: alters RPL19A-GFP fluorescence in TOR pathway yeast screen | AID 2025 | percent response vs DMSO, % at 10 µM | S. cerevisiae RPL19A-GFP strain, flow cytometry, 3 h; hits give low values | hit rate 0.3% among 330,000;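 active = percent response vs DMSO below 50%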;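 note: median channel GFP fluorescence of the barcoded RPL19A-GFP strain; ratio of sample median GFP to plate DMSO average so 100% = DMSO; lower means less RPL19A-GFP as with rapamycin TOR inhibition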
CIT2-GFP yeast: alters CIT2-GFP fluorescence in TOR pathway yeast screen | GFP response vs DMSO, % at 10 µM | hit rate 0.065% among 320,000 | S. cerevisiae CIT2-GFP strain, flow cytometry, 3 h; 100 means same as DMSO wells;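 active = GFP response relative to DMSO above a set limit, near the screen mean plus 3 SD, cut at about 150% in these data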;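 note: ratio of well median GFP fluorescence to mean of DMSO wells on the plate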
MEP2-GFP yeast: modulators of TOR pathway MEP2-GFP in S. cerevisiae; S. cerevisiae MEP2-GFP strain, flow cytometry GFP, 3 h; 100% = DMSO control level; GFP response vs DMSO, % at 10 µM; AID 2016; hit rate 0.51% among 330,000;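 active = GFP response versus DMSO above a set limit, roughly screen mean plus 3 SD, cut at about 180% in these data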;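 note: median GFP fluorescence of the barcode-gated MEP2-GFP cells per well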
Yeast superoxide: yeast age-related superoxide inhibition as caloric restriction mimetic; S. cerevisiae aged cells, superoxide DHE fluorescence; hits give low values; superoxide response (% of plate mean), % at 10 µM; hit rate 0.18% among 330,000; AID 2690;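 active = superoxide response under a set limit, about three screen SD below normal, cut at about 65% in these data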;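 note: yeast aged for seven days with compound at 30 °C before DHE staining; 100% = average MFI of all compound-treated wells on the plate with controls excluded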
Efflux pump mplx: antifungal efflux pump inhibition, Nile Red retention; hit rate 0.44% among 330,000; AID 485275; S. cerevisiae Candida pump triplex; inhibition, % at 10 µM;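 active = plate passing quality check with inhibition over a set limit, or well fluorescence over plate mean plus 4 SD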;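 note: Nile Red retained in pooled yeast measured as flow cytometry median fluorescence; 0% = buffer negative control and 100% = Enniatin B positive control; higher means more Nile Red kept so more efflux inhibition; some compounds called inactive have numbers as strong as hits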
AHR act: activates the human aryl hydrocarbon receptor; AHR-responsive luciferase reporter cells, luminescence; P35869; hit rate 2.5% among 320,000; activation, % at 5 µM; in the data active = activation above about 47%;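 note: 0% = vehicle wells and 100% = reference agonist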
Target sequence (P35869 whole entry, looked up): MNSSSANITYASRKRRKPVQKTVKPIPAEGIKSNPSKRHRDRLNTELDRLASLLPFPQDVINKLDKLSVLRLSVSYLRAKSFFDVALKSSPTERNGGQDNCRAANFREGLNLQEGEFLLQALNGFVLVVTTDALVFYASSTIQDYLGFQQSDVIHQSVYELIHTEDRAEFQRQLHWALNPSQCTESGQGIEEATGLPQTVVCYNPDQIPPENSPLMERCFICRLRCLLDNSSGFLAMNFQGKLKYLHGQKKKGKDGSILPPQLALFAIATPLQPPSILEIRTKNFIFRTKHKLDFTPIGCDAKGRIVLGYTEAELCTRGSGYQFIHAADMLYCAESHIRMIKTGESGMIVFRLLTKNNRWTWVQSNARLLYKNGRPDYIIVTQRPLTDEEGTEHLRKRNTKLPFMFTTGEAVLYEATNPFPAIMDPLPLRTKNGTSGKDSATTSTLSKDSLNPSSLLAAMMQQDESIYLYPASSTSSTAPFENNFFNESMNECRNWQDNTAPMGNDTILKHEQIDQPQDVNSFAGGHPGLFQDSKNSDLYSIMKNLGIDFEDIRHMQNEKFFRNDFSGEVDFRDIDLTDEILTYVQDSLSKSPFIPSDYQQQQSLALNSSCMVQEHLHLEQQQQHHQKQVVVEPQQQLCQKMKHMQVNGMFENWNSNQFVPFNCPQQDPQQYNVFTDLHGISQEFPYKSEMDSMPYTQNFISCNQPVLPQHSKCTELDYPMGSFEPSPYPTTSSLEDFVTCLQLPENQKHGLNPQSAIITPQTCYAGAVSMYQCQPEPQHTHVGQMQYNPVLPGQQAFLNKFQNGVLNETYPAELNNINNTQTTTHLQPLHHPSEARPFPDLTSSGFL
LAP4-GFP MLPCN: yeast TOR pathway LAP4-GFP modulation. S. cerevisiae LAP4-GFP multiplex, flow cytometry GFP, 3 h; median GFP as percent of DMSO wells. GFP response vs DMSO, % at 10 µM. hit rate 0.34% among 320,000. AID 2023;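 active = GFP response vs DMSO above a set limit, about the screen mean plus 3 SD, cut at about 150% in these data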
AGP1-GFP MLPCN: alters AGP1-GFP fluorescence in TOR pathway yeast screen; S. cerevisiae AGP1-GFP multiplex flow cytometry, 3 h; GFP as percent of DMSO wells; GFP response vs DMSO, % at 10 µM; hit rate 0.02% among 320,000; AID 2066;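 active = GFP response relative to DMSO above a set limit, near screen average plus 3 SD, cut at about 150% in these data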;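 note: median GFP channel fluorescence of the gated AGP1 strain per well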
Active calls of the source: *.

How did COCCN(C(=O)c1csnn1)C(C(=O)NC(C)(C)C)c1cccc(OC)c1 (stereo not drawn) do in these assays?
RPL19A-GFP yeast: 97; CIT2-GFP yeast: 93; MEP2-GFP yeast: 100; Yeast superoxide: 89; Efflux pump mplx: 0.1; AHR act: -3; LAP4-GFP MLPCN: 98; AGP1-GFP MLPCN: 95

Results for CCOc1ccc(NC(=O)CSc2nnc(CCNC(=O)c3ccc(OC)cc3)n2CC)cc1 ?
RPL19A-GFP yeast: 102; CIT2-GFP yeast: 108; MEP2-GFP yeast: 106; Yeast superoxide: 88; Efflux pump mplx: 0.1; AHR act: 8; LAP4-GFP MLPCN: 109; AGP1-GFP MLPCN: 110

How did O=c1cc(-c2ccccc2)[nH]n1-c1nc2ccccc2s1 do in these assays?
RPL19A-GFP yeast: 97; CIT2-GFP yeast: 97; MEP2-GFP yeast: 103; Yeast superoxide: 75; Efflux pump mplx: -0.1; AHR act: 37; LAP4-GFP MLPCN: 94; AGP1-GFP MLPCN: 97

How did Cc1ccc(NC(=O)COC(=O)C(NS(=O)(=O)c2ccc(Cl)cc2)C(C)O)cc1 (stereo not drawn) do in these assays?
RPL19A-GFP yeast: 95; CIT2-GFP yeast: 88; MEP2-GFP yeast: 92; Yeast superoxide: 97; Efflux pump mplx: 0.2; AHR act: 5; LAP4-GFP MLPCN: 92; AGP1-GFP MLPCN: 95

Results for CCOc1ccc(NC(=O)CN2C(=O)NC(C)(c3ccc(OC(F)F)cc3)C2=O)cc1 (stereo not drawn) ?
RPL19A-GFP yeast: 95; CIT2-GFP yeast: 97; MEP2-GFP yeast: 95; Yeast superoxide: 121; Efflux pump mplx: 0.1; AHR act: 0; LAP4-GFP MLPCN: 95; AGP1-GFP MLPCN: 96

Results for COc1ccc(CNC(=O)C/C(C)=N/NC(=O)c2cnccn2)cc1 ?
RPL19A-GFP yeast: 100; CIT2-GFP yeast: 96; MEP2-GFP yeast: 96; Yeast superoxide: 95; Efflux pump mplx: 0.0; AHR act: 8; LAP4-GFP MLPCN: 120; AGP1-GFP MLPCN: 97

What do the screens show for `FC(F)(F)c1nnc2ccc(N3CCOCC3)nn12`?
RPL19A-GFP yeast: 102; CIT2-GFP yeast: 96; MEP2-GFP yeast: 100; Yeast superoxide: 94; Efflux pump mplx: 0.0; AHR act: 2; LAP4-GFP MLPCN: 100; AGP1-GFP MLPCN: 103

What do the screens show for `CC(C)CCNC(=O)NC(=O)CSc1nnc2ccccn12`?
RPL19A-GFP yeast: 101; CIT2-GFP yeast: 99; MEP2-GFP yeast: 100; Yeast superoxide: 90; Efflux pump mplx: 0.1; AHR act: -1; LAP4-GFP MLPCN: 101; AGP1-GFP MLPCN: 98

Results for CC(=O)Nc1ccc(NC(=O)C(=O)c2cn(CC(=O)N3CCCCC3)c3ccccc23)cc1 ?
RPL19A-GFP yeast: 108; CIT2-GFP yeast: 99; MEP2-GFP yeast: 99; Yeast superoxide: 105; Efflux pump mplx: -0.1; AHR act: 3; LAP4-GFP MLPCN: 92; AGP1-GFP MLPCN: 101

What do the screens show for `O=C(NCc1ccccc1)[C@H]1C[C@@H]1[C@H](NP(=O)(c1ccccc1)c1ccccc1)c1ccccc1`?
RPL19A-GFP yeast: 103; CIT2-GFP yeast: 90; MEP2-GFP yeast: 95; Yeast superoxide: 101; Efflux pump mplx: 0.5; AHR act: 3; LAP4-GFP MLPCN: 111; AGP1-GFP MLPCN: 92

Results for COc1ccc(CNC(=O)CS(=O)(=O)Cc2nc(-c3cccc(OC)c3)oc2C)cc1 ?
RPL19A-GFP yeast: 92; CIT2-GFP yeast: 90; MEP2-GFP yeast: 98; Yeast superoxide: 104; Efflux pump mplx: 0.0; AHR act: 4; LAP4-GFP MLPCN: 94; AGP1-GFP MLPCN: 93

What do the screens show for `COc1ccccc1NC(=O)N1CCC(c2nc3ccccc3o2)CC1`?
RPL19A-GFP yeast: 108; CIT2-GFP yeast: 78; MEP2-GFP yeast: 106; Yeast superoxide: 85; Efflux pump mplx: 0.2; AHR act: 2; LAP4-GFP MLPCN: 98; AGP1-GFP MLPCN: 96

Results for CC1=NN(C(=O)c2ccc(C)o2)C(O)(c2ccccc2)C1 (stereo not drawn) ?
RPL19A-GFP yeast: 103; CIT2-GFP yeast: 105; MEP2-GFP yeast: 105; Yeast superoxide: 74; Efflux pump mplx: -0.2; AHR act: 4; LAP4-GFP MLPCN: 98; AGP1-GFP MLPCN: 106

What do the screens show for `Cc1ccc(C(=O)N2CCC(C(=O)c3ccc(Cl)cc3)CC2)cc1`?
RPL19A-GFP yeast: 101; CIT2-GFP yeast: 102; MEP2-GFP yeast: 105; Yeast superoxide: 127; Efflux pump mplx: 0.1; AHR act: 0; LAP4-GFP MLPCN: 95; AGP1-GFP MLPCN: 101

How did O=C(CSc1n[nH]c(-c2ccc(Br)cc2)n1)N1CCOCC1 do in these assays?
RPL19A-GFP yeast: 99; CIT2-GFP yeast: 100; MEP2-GFP yeast: 107; Yeast superoxide: 96; Efflux pump mplx: 0.4; AHR act: 24; LAP4-GFP MLPCN: 107; AGP1-GFP MLPCN: 103

Results for O=C(O)CCNc1nc(-c2ccccc2)nc2ccccc12 ?
RPL19A-GFP yeast: 94; CIT2-GFP yeast: 109; MEP2-GFP yeast: 87; Yeast superoxide: 106; Efflux pump mplx: 0.0; AHR act: 15; LAP4-GFP MLPCN: 90; AGP1-GFP MLPCN: 97

Results for CCO[C@@H]1OC(C(=O)NCc2nc3ccccc3[nH]2)=C[C@H](c2csc3ccccc23)[C@H]1CCCO ?
RPL19A-GFP yeast: 96; CIT2-GFP yeast: 70; MEP2-GFP yeast: 91; Yeast superoxide: 104; Efflux pump mplx: -0.1; AHR act: 13; LAP4-GFP MLPCN: 105; AGP1-GFP MLPCN: 79

What do the screens show for `CC1CCCCC1NC(=O)COCc1cc(-c2cccs2)on1` (stereo not drawn)?
RPL19A-GFP yeast: 102; CIT2-GFP yeast: 104; MEP2-GFP yeast: 109; Yeast superoxide: 105; Efflux pump mplx: 0.0; AHR act: 3; LAP4-GFP MLPCN: 107; AGP1-GFP MLPCN: 105

Results for COC(=O)C1=C(NC(=O)c2ccc(C)cc2)CCS1 ?
RPL19A-GFP yeast: 100; CIT2-GFP yeast: 106; MEP2-GFP yeast: 102; Yeast superoxide: 112; Efflux pump mplx: 0.2; AHR act: 7; LAP4-GFP MLPCN: 103; AGP1-GFP MLPCN: 97

What do the screens show for `COc1ccc(C(C(=O)NC2CCCC2)N(CCC(C)C)C(=O)CCC(=O)Nc2cc(C)on2)cc1` (stereo not drawn)?
RPL19A-GFP yeast: 105; CIT2-GFP yeast: 118; MEP2-GFP yeast: 109; Yeast superoxide: 101; Efflux pump mplx: 0.2; AHR act: 1; LAP4-GFP MLPCN: 97; AGP1-GFP MLPCN: 106

How did Cc1cc([N+](=O)[O-])nn1CC(=O)NCc1ccco1 do in these assays?
RPL19A-GFP yeast: 99; CIT2-GFP yeast: 95; MEP2-GFP yeast: 103; Yeast superoxide: 76; Efflux pump mplx: 0.3; AHR act: 0; LAP4-GFP MLPCN: 87; AGP1-GFP MLPCN: 96

How did CCCCCc1ccc(-c2cn(CCc3c[nH]c4ccccc34)nn2)cc1 do in these assays?
RPL19A-GFP yeast: 112; CIT2-GFP yeast: 92; MEP2-GFP yeast: 102; Yeast superoxide: 107; Efflux pump mplx: 0.0; AHR act: -8; LAP4-GFP MLPCN: 105; AGP1-GFP MLPCN: 99

How did CCCC1CCC(c2ccc(C(=O)NN)cc2)CC1 (stereo not drawn) do in these assays?
RPL19A-GFP yeast: 98; CIT2-GFP yeast: 83; MEP2-GFP yeast: 110; Yeast superoxide: 95; Efflux pump mplx: 0.1; AHR act: 0; LAP4-GFP MLPCN: 112; AGP1-GFP MLPCN: 97

Results for CC(=O)Nc1ccc2nc(-c3ccco3)[nH]c2c1 ?
RPL19A-GFP yeast: 91; CIT2-GFP yeast: 82; MEP2-GFP yeast: 93; Yeast superoxide: 108; Efflux pump mplx: 0.0; AHR act: 3; LAP4-GFP MLPCN: 94; AGP1-GFP MLPCN: 85

Results for Cc1cc(Cl)ccc1Oc1ncnc2oc(-c3ccccc3)cc12 ?
RPL19A-GFP yeast: 95; CIT2-GFP yeast: 89; MEP2-GFP yeast: 96; Yeast superoxide: 91; Efflux pump mplx: 0.3; AHR act: 13; LAP4-GFP MLPCN: 88; AGP1-GFP MLPCN: 90

What do the screens show for `CCOC(=O)C1CCCN(C(=O)c2sc3nc(-c4ccc(F)cc4)cn3c2C)C1` (stereo not drawn)?
RPL19A-GFP yeast: 94; CIT2-GFP yeast: 94; MEP2-GFP yeast: 95; Yeast superoxide: 101; Efflux pump mplx: 0.0; AHR act: 3; LAP4-GFP MLPCN: 115; AGP1-GFP MLPCN: 101

How did CCOc1ccc(CC2CC(=O)NC2=O)cc1 (stereo not drawn) do in these assays?
RPL19A-GFP yeast: 103; CIT2-GFP yeast: 105; MEP2-GFP yeast: 105; Yeast superoxide: 95; Efflux pump mplx: 0.0; AHR act: 4; LAP4-GFP MLPCN: 101; AGP1-GFP MLPCN: 109

What do the screens show for `Cc1cccnc1CC(C)NC(=O)c1cc(COc2cncc(Cl)c2)on1` (stereo not drawn)?
RPL19A-GFP yeast: 98; CIT2-GFP yeast: 102; MEP2-GFP yeast: 133; Yeast superoxide: 107; Efflux pump mplx: 0.0; AHR act: 36; LAP4-GFP MLPCN: 95; AGP1-GFP MLPCN: 95

How did CCOc1ncccc1C(=O)OCc1ccc(C(=O)OC)cc1 do in these assays?
RPL19A-GFP yeast: 96; CIT2-GFP yeast: 89; MEP2-GFP yeast: 93; Yeast superoxide: 84; Efflux pump mplx: 1.4*; AHR act: 2; LAP4-GFP MLPCN: 105; AGP1-GFP MLPCN: 90

What do the screens show for `COc1ccc(CN(C)C(=O)Cc2c[nH]c3ccccc23)cc1`?
RPL19A-GFP yeast: 104; CIT2-GFP yeast: 101; MEP2-GFP yeast: 114; Yeast superoxide: 97; Efflux pump mplx: 0.2; AHR act: 15; LAP4-GFP MLPCN: 109; AGP1-GFP MLPCN: 96

Results for Cc1c(C(=O)N2CCN(c3ccccc3)CC2)oc2c1C(=O)CC(C)(C)C2 ?
RPL19A-GFP yeast: 111; CIT2-GFP yeast: 98; MEP2-GFP yeast: 98; Yeast superoxide: 97; Efflux pump mplx: 0.0; AHR act: 0; LAP4-GFP MLPCN: 89; AGP1-GFP MLPCN: 99

How did COc1ccc(C(=O)Nc2ccc3c(c2)OCCO3)cc1[N+](=O)[O-] do in these assays?
RPL19A-GFP yeast: 97; CIT2-GFP yeast: 104; MEP2-GFP yeast: 104; Yeast superoxide: 69; Efflux pump mplx: 0.0; AHR act: -2; LAP4-GFP MLPCN: 99; AGP1-GFP MLPCN: 104

What do the screens show for `CCOc1ccc(CCNC(=O)CN2C(=O)NC3(CCCCC3C)C2=O)cc1OCC` (stereo not drawn)?
RPL19A-GFP yeast: 109; CIT2-GFP yeast: 111; MEP2-GFP yeast: 105; Yeast superoxide: 100; Efflux pump mplx: 0.0; AHR act: 1; LAP4-GFP MLPCN: 110; AGP1-GFP MLPCN: 116

How did Cn1cc(C(=O)Nc2cccc(F)c2)cn1 do in these assays?
CIT2-GFP yeast: 96; MEP2-GFP yeast: 92; Yeast superoxide: 102; Efflux pump mplx: 0.1; AHR act: 4; LAP4-GFP MLPCN: 100; AGP1-GFP MLPCN: 100

Results for NC(=O)CSc1cn(CCNC(=O)c2cccs2)c2ccccc12 ?
RPL19A-GFP yeast: 91; CIT2-GFP yeast: 86; MEP2-GFP yeast: 90; Yeast superoxide: 132; Efflux pump mplx: 0.3; AHR act: 0; LAP4-GFP MLPCN: 90; AGP1-GFP MLPCN: 91
